Compound activity (PubChem BioAssay)
Lipid droplet: hepatic lipid droplet formation modulation; AML12 mouse hepatocytes, oleate lipid droplets, BODIPY imaging; inhibition, % at 6.5 µM; 240,000 compounds, 0.4% hits;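 active means lipid droplet intensity inhibited by at least 50%, with more than 500 cells counted; inconclusive means wells with under 300 cells, treated as cytotoxic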
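Assay system: AML12 mouse liver cells | Compound dosing: One dose, 6.5 µM compound | Read-out basis: Droplet intensity reduction, % inhibition | Measured by: Fluorescence imaging, 20x objective, two fields per well | Schedule: Overnight treatment with compound plus oleate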
Ins promoter up: MIN6 insulin promoter up-regulation; MIN6 insulin promoter-GFP reporter, high-content imaging; hits give high values; z-score at 5 µM; 190,000 compounds, 0.3% hits; AID 1625;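 active means z-score above 3 at 5 µM with at least 500 cells counted in the well; inconclusive means wells under 500 cells, flagged as cytotoxic or low count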
Autophagy mod: alters autophagy in cells | MEF GFP-LC3 puncta imaging; test concentration mostly 10 µM | calls only at 10 µM (by protocol) | 190,000 compounds, 0.98% hits;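 active means percentage of spot-positive cells more than 3 SD above its plate mean, without a fluorescence outlier flag or 80% toxicity; inconclusive means no clear call, values can overlap the other calls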;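 further: spot-positive cell cutoff set from DMSO-treated cells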
MT stabilize HCS: microtubule stabilization, imaging screen. 200,000 compounds, 0.83% hits. AID 2205. HeLa tubulin immunostaining HCS, 24 h; share of cells brighter than vehicle mean+2SD. % tubulin-high responders, % at 10 µM;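 active means plate Z-score above 3 for both tubulin-high and condensed-nucleus cell shares, with cell loss under 80%, at 10 µM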;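 further: anti alpha tubulin signal scored within the nucleus-defined area of each cell; some results filed as inactive read as strong as hits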
CSM14.1 death rescue: rescue of cells from ER stress-induced death, primary screen, 384-well, CSM14.1, thapsigargin, ATP luminescence (AID 1222); CSM14.1 thapsigargin-induced death rescue, ATP luminescence; higher % means a stronger effect; cellular ATP content (survival), % at 20 µM, or EC50 in µM where a hit was titrated; 190,000 tested, under 10 active;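 active means EC50 below 50 µM in the dose-response confirmation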;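 further: death triggered by thapsigargin at about 15 µM added after 2 h compound pretreatment; cell ATP read after overnight thapsigargin exposure of roughly 18 to 22 hours; normalized against plate controls of thapsigargin alone and 5% DMSO vehicle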
M17LAP inhibition: P. falciparum M17LAP inhibitors, primary screen, biochemical, fluorogenic H-Leu-NHMec substrate, 1536-well (AID 1619); recombinant M17LAP, H-Leu-NHMec fluorogenic kinetic assay; higher % means a stronger effect; 220,000 compounds, 0.38% hits; one-dose inhibition, % at 30 µM; IC50 in µM for titrated hits;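 active means compound inhibiting the enzyme by more than half at any dose during confirmatory dose-response retesting; inconclusive means strong single-dose inhibitors picked by rank but not retested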;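 further: plate controls were full reaction with DMSO carrier for no effect and no enzyme background for full effect; strong numbers were not always called active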
Dynein transport: blocks dynein driven cargo transport along microtubules; 3617.4 mouse cells, GR-EGFP nuclear translocation imaging; test concentration mostly 20 µM; stimulated with dexamethasone, 1 µM; hits give low values; z-score, hits read low; AID 1381; 220,000 compounds, 0.47% hits;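 active means plate z-score of nuclear minus cytoplasmic receptor signal below a set negative limit, without overly bright fluorescence or cell loss, cut at about -3.5 in these data, passing the limit was not always enough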;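 further: z-score of nuclear minus cytoplasmic ring GR-EGFP intensity difference per well; some compounds called inactive have numbers as strong as hits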
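medium = tetracycline-free induction medium containing charcoal-stripped FBS | probe or stimulus = dexamethasone, 1.0 µM final | timing = 48 h induction, then 1 h compound, then 30 min agonist, 37 °C | detection = automated 10x imaging of fixed Hoechst-stained cells | read-out basis = nuclear versus cytoplasmic GR-EGFP signal, averaged per well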
M1AAP inhibition: malaria alanyl aminopeptidase activity blockers – biochemical, fluorogenic H-Leu-NHMec substrate, 1536-well (AID 1445); recombinant M1AAP, H-Leu-NHMec fluorogenic kinetic assay; higher % means a stronger effect; inhibition, % at 30 µM; hits with a dose series show IC50 in µM; 220,000 compounds, 0.42% hits;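 active means primary inhibition above the hit cutoff, then over 50% inhibition at one or more dose response concentrations, cut at about 23% in these data, passing the limit was not always enough; inconclusive means conflicting primary data, or primary hits not chosen for dose response; inactive means low primary inhibition, or under 50% at every dose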;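 further: plate controls were DMSO full reaction for no effect and no enzyme background for full effect; strong numbers were not always called active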
Yfh1-depleted yeast: mitochondrial function rescue without frataxin homolog – Friedreich's ataxia, plus single-dose screen, dose response (AID 1465) | S. cerevisiae Yfh1-off respiration, WST-1 reduction, 72 h; higher fold induction means a stronger effect | one-dose fold induction at 50 µM; EC50 in µM for titrated hits | 220,000 compounds, 0.074% hits;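 active means fold induction of absorbance versus untreated yeast above a set limit, then at least 30% activation at any dose in follow-up; inconclusive means repeats straddling the limit, or above it without dose testing; inactive means fold induction below the set limit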;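 further: activators that raise dye reduction in frataxin-depleted yeast; strong numbers were not always called active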
Dynein transport cytoplasmic EGFP: second read-out of Dynein transport, no call of its own (marks repeat the call); z-score; measured here: cytoplasmic GR-EGFP intensity; hits give high values
Dynein transport nuclear GR-EGFP: also measured in Dynein transport; calls as there; z-score; measured here: nuclear GR-EGFP intensity;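 lower value marks the stronger effect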
Dynein transport cell count: further read-out of Dynein transport, marked with its call; z-score; measured here: cell count per field
Ins promoter up cell count: recorded beside Ins promoter up, whose call it bears; cell count; measured here: cytotoxicity, nuclei count;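 total cells summed across four imaged fields per well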
Lipid droplet cells 6.5 µM: recorded beside Lipid droplet, whose call it bears; cell count; measured here: cell count, cytotoxicity flag;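 cells counted across two imaged fields per well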
MT stabilize HCS Hoechst-high %: second read-out of MT stabilize HCS, no call of its own (marks repeat the call); % Hoechst-high responders; measured here: nuclear condensation Hoechst responders;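 share of cells brighter than vehicle mean plus two SD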
MT stabilize HCS cytotoxicity %: recorded beside MT stabilize HCS, whose call it bears; toxicity, %; measured here: cytotoxicity by cell density;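 0% = mean cell density of plate MIN control wells and 100% = no cells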
Autophagy mod cell loss 18 h: also measured in Autophagy mod; calls as there; toxicity, %; measured here: cell loss, nuclei count;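 cell loss after 18 h compound exposure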
An asterisk follows results filed as active; i = inactive; ? = inconclusive; nt = no result given.

SMILES	Lipid droplet	Lipid droplet cells 6.5 µM	Ins promoter up	Ins promoter up cell count	Autophagy mod	Autophagy mod cell loss 18 h	MT stabilize HCS	MT stabilize HCS Hoechst-high %	MT stabilize HCS cytotoxicity %	CSM14.1 death rescue	M17LAP inhibition	Dynein transport	Dynein transport cytoplasmic EGFP	Dynein transport nuclear GR-EGFP	Dynein transport cell count	M1AAP inhibition	Yfh1-depleted yeast
COc1ccccc1/C=C/CN1CCN(Cc2ccc(F)cc2)C(CCO)C1 (centres undefined)	-20	678	0.09	1312	i	29	2.9	1.2	5.1	-2.0%	-2%	0.3	-0.12	0.49	-1.6	-1%	i
COc1ccc(C2/C=C\CNCC(=O)N2Cc2ccc(F)cc2)cc1 (centres undefined)	2	675	nt	nt	nt	nt	nt	nt	nt	nt	12%	-1.1	-0.81	-0.55	0.84	6%	i
CCOc1ccc(C(=O)NC(Cc2ccccc2)C(=O)OC)cc1 (centres undefined)	nt	nt	1.7	1713	i	2	5.9	1.9	3.8	-2.9%	7%	0.98	-0.21	0.51	0.049	7%	i
Cc1cc(C)cc(OCC(=O)N/N=C/c2ccncc2)c1	-1	619	-1	1457	i	-7	2.3	1.4	0.4	2.5%	0%	0.39	-0.24	0.43	-0.42	4%	i
O=C(O)c1ccc(NC(=S)NC(NC(=O)c2ccco2)C(Cl)(Cl)Cl)cc1 (centres undefined)	-18	765	0.11	944	i	4	1.6	1.7	6.2	0.7%	-1%	-0.24	-0.29	0.063	0.61	61µM*	i
Cc1ccc(S(=O)(=O)N2CCN(Cc3nc4sc(C)c(C)c4c(=O)[nH]3)CC2)cc1	2	691	-0.04	993	i	-6	1.1	1.7	6.2	-0.4%	3%	-0.46	-0.36	-0.12	-0.024	4%	i
O=C(CN1C(=O)C(=O)c2ccccc21)OCN1C(=O)c2ccccc2C1=O	-10	649	-0.24	1596	i	4	1.9	1.5	1.7	2.7%	7%	2.1	0.045	1.8	-2.3	0%	i
CCCc1nnc(NC(=O)c2c(O)c3cccc4c3n(c2=O)CCC4)s1	13	796	-0.49	912	nt	nt	nt	nt	nt	4.8%	nt	nt	nt	nt	nt	nt	i
CCSC(=O)CCCCCCCCCCCO	nt	nt	nt	nt	i	16	1.5	1.6	8.7	1.8%	-1%	-0.38	-0.21	-0.74	0.45	-2%	i
CCOC(=O)CSc1n[nH]c(NC(=O)c2cccc(C)c2)n1	nt	nt	nt	nt	i	18	3.1	1.5	7.3	4.1%	5%	-0.47	-0.19	-0.43	-0.29	-2%	i
NNC(=O)c1csc(-c2ncc(C(F)(F)F)cc2Cl)n1	-7	714	-1.6	1390	nt	nt	nt	nt	nt	nt	-1%	-0.64	-0.27	-0.46	1.2	-1%	i
COc1ccccc1C(=O)N1CCNC(=O)C1CC(=O)Nc1ccc(Cl)cc1 (centres undefined)	-13	581	-0.43	2034	i	1	3.6	2.1	3.9	-2.2%	3%	-0.93	-0.22	-0.85	-0.15	2%	i
CCCCSCc1nc2ccccn2c1Br	3	700	-0.32	1337	i	-3	1.5	2.2	7.2	0.8%	0%	0.049	-0.35	-0.019	0.29	3%	i
COc1ccc(C2C(C#N)=C(N)Oc3c2c(-c2ccccc2)nn3-c2ccccc2)c(OC)c1OC (centres undefined)	-12	671	0.11	1271	i	-19	5.2	2.5	1.6	-2.9%	12%	-0.93	-0.32	-0.84	0.94	3%	i
CCNC(=S)Nc1cccc(S(=O)(=O)NC2=NCCC2)c1	0	726	0.13	1283	i	9	3.3	1.7	2.4	-0.2%	1%	1.8	-0.095	2	-2.9	1%	i
CCOC(=O)CC1C(=O)NCCN1c1nc2c(C)cccn2c(=O)c1/C=C1\SC(=S)N(CC(C)C)C1=O (centres undefined)	-3	692	17*	956*	nt	nt	nt	nt	nt	nt	15%	-3.5	18	1.3	0.31	43µM*	i
O=C(C[n+]1cc(-c2ccccc2)n2c1CCCCC2)c1ccc(Br)cc1	1	721	-1.8	715	i	3	2.8	2.2	11	-1.0%	16%	1.6	-0.12	0.81	-0.53	2%	i
COc1ccc(-c2nn(-c3ccccc3)cc2CO)cc1OC	nt	nt	0.6	1221	i	-8	2.4	2.9	5.1	1.8%	28%	-0.33	-0.31	0.42	0.38	1%	i
O=C(CN(C(=O)CNS(=O)(=O)c1ccccc1)C1CCCC1)NCc1ccco1	nt	nt	-0.15	1055	nt	nt	nt	nt	nt	2.1%	20%	nt	nt	nt	nt	1%	i
O=C(CCl)N(c1ccccc1)c1c[nH]c2ccccc12	nt	nt	0.99	1243	?	nt	14	2.6	36	-1.2%	-9%	-2.8	0.97	-1.1	-0.79	4%	i
O=C(Nc1nnc(SCC(=O)N2CCCc3ccccc32)s1)c1ccccc1	8	497	-0.34	1347	i	9	5.8	1.8	7.5	-5.8%	17%	-1.1	-0.2	-0.79	0.12	13%	i
Cc1ccc(/C=C(\C#N)C(=O)Nc2cccc3ncccc23)o1	-7	692	1	1325	i	-3	2.4	2.6	2.1	-2.4%	2%	-0.67	-0.14	-0.66	0.24	9%	i
COC(=O)N/N=C/c1cn(Cc2ccc(Cl)cc2Cl)c2ccccc12	-7	576	-0.19	1117	i	22	3.7	1.2	5.3	0.0%	-7%	-0.28	-0.26	-0.14	0.58	0%	i
COc1cc2c(cc1OC)C(C)N(C(=S)NC(=O)c1ccccc1)CC2 (centres undefined)	-19	706	nt	nt	i	12	1.5	1.2	0.5	0.2%	-3%	-0.76	-0.32	-0.0041	0.18	-3%	i
COc1ccc2c(c1)S/C(=C\C(=O)c1ccncc1)N2C	nt	nt	0.81	1169	i	1	1.6	2.2	8.4	-2.1%	-2%	0.17	-0.2	0.11	0.41	0%	i
SMILES	Lipid droplet	Lipid droplet cells 6.5 µM	Ins promoter up	Ins promoter up cell count	Autophagy mod	Autophagy mod cell loss 18 h	MT stabilize HCS	MT stabilize HCS Hoechst-high %	MT stabilize HCS cytotoxicity %	CSM14.1 death rescue	M17LAP inhibition	Dynein transport	Dynein transport cytoplasmic EGFP	Dynein transport nuclear GR-EGFP	Dynein transport cell count	M1AAP inhibition	Yfh1-depleted yeast
CCOC(=O)c1c(C)sc2c1N(C(=O)CN(CC)CC)c1cc(Cl)ccc1S2	9	767	nt	nt	i	-3	1.7	1.1	9.1	-0.3%	9%	-0.28	-0.1	-0.21	-0.0076	23%	i
Cc1nc([N+](=O)[O-])c(NCCCO)n1Cc1ccccc1	-8	694	-0.62	1126	i	5	2.4	1.5	4.7	1.3%	4%	-0.14	-0.053	-0.19	0.56	8%	i
C=CCn1c(SCC(=O)NCc2ccccc2)nnc1-c1ccccc1O	19	726	nt	nt	i	2	3.8	2.3	2.7	-1.3%	-6%	0.13	-0.18	0.4	-0.52	8%	i
CN(C)/C=N/c1nc2nccc(-c3cccs3)n2n1	nt	nt	0.28	1252	i	3	2.1	1.7	3.0	1.7%	i	0.31	-0.3	0.2	0.099	15%	i
CS(=O)(=O)N1CCN(c2ccc(NC(=O)C(c3ccccc3)c3ccccc3)cc2)CC1	33	581	nt	nt	i	3	3.7	1.9	6.7	17%	0%	-0.061	-0.3	-0.23	0.073	-7%	i
COC(=O)c1ccccc1NC(=O)CC(NCc1ccccc1)C(=O)O (centres undefined)	nt	nt	nt	nt	i	-9	2.5	1.7	1.3	nt	nt	0.1	-0.23	-0.08	0.48	nt	i
CC(=O)c1ccc(NC(=O)Nc2ccc([N+](=O)[O-])cc2C)cc1	-19	492	-1.3	1383	i	41	3.8	1.3	6.5	0.1%	2%	0.59	-0.068	0.23	-1.2	9%	i
CCOC(=O)C1CCN(C(=O)CNS(=O)(=O)c2ccc(Br)s2)CC1	nt	nt	-1.1	1393	i	15	3.1	2.3	7.1	-1.0%	-2%	0.68	-0.39	0.53	-0.39	0%	i
CCOC(=O)c1ccc(NS(=O)(=O)CC)cc1	-8	731	0	1333	i	-9	3.0	2.2	6.6	-0.1%	-5%	-1.3	-0.25	-0.64	1.2	2%	i
COc1ccccc1CNC(=O)CSc1nc(N)c(C#N)c(-c2cccs2)c1C#N	nt	nt	-1.1	1584	i	12	3.2	2.0	7.1	-1.5%	2%	0.64	-0.14	1.3	0.1	5%	i
CC(C(N)=O)N1C(=O)C2C3C=CC(C3)C2C1=O (centres undefined)	0	577	0.91	1335	i	-3	3.0	1.2	5.0	nt	-5%	0.089	-0.045	0.58	0.6	-4%	i
Cc1ccc(-c2nnc(SCC(=O)N3CCCC3)o2)cc1	nt	nt	nt	nt	i	-3	1.6	1.0	0.2	-0.9%	5%	0.99	-0.19	0.22	-0.41	0%	i
COc1ccc(C)cc1NC(=O)C(OC(=O)CNC(=O)c1cccc(F)c1)c1ccccc1 (centres undefined)	7	586	-0.42	1463	i	-5	7.9	1.8	7.2	-2.6%	21%	1	-0.28	0.47	-0.24	7%	i
COc1ccc2oc(C)c(C(=O)Cn3ccnc3)c2c1	10	708	0.31	1279	i	-7	2.7	1.8	3.5	-1.8%	2%	-0.04	-0.13	-0.063	-0.31	0%	i
COc1cc(CNc2ccc(N3CCCC3)cc2)cc(Cl)c1OC	-8	734	0.36	1233	i	-2	16*	25*	23*	0.6%	nt	1.2	0.78	1.6	-2.2	nt	i
Brc1ccc(/C=N/Nc2ccc3ccccc3n2)cc1	nt	nt	0.18	1474	i	0	2.1	1.9	6.3	-8.1%	-9%	-0.29	-0.15	-0.22	0.045	-2%	i
